High-throughput results as filed in PubChem BioAssay.
Rpn11 block: Rpn11 (PSMD14) deubiquitinase inhibitors, primary screen, biochemical, fluorescence polarization, uHTS; 26S proteasome non-ATPase regulatory subunit 14 (Homo sapiens), O00487; human 26S proteasome, Ub4-pepOG fluorescence polarization; 20S core pre-blocked with epoxomicin; calls only at 20 µM; 0.59% of 360,000 active; AID 588493, 2011;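 active = inhibition at 20 µM, scaled to each plate's controls, above about 33%, limit read from the data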
Target sequence (O00487 whole entry, looked up): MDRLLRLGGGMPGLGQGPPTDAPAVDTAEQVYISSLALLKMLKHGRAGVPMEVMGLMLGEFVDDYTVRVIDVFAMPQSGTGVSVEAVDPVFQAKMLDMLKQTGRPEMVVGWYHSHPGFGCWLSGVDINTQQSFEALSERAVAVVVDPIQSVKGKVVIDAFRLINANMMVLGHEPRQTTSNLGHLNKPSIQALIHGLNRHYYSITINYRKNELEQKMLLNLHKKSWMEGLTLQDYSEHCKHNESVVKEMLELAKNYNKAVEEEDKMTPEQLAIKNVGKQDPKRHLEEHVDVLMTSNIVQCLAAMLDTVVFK
SUMO1 PPI mod: modulators of SUMO1 protein-protein interactions, primary screen, biochemical, uHTS; SUMO1 binding to a labelled peptide, TR-FRET, 1 h; AID 602429, 2012; 0.33% of 360,000 active; Small ubiquitin-related modifier 1 (Homo sapiens), P63165; inhibition, % at 20 µM; in the data active = inhibition above about 37%
Target sequence (P63165 whole entry, looked up): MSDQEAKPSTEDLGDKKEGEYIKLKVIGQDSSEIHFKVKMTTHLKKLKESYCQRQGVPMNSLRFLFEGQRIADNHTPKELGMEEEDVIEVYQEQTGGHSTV
DNMT1 block: human DNMT1 methyltransferase inhibitors, primary screen, biochemical, molecular beacon, fluorescence, HinP1I cleavage, uHTS; DNA (cytosine-5)-methyltransferase 1 (Homo sapiens), P26358; 0.83% of 360,000 active; inhibition (reported as % activation of signal), % at 10 µM; AID 588458, 2011; in the data active = inhibition above about 50%
STEP inh: STEP phosphatase inhibitors, primary screen, biochemical, fluorescence intensity, uHTS | Tyrosine-protein phosphatase non-receptor type 5 (Homo sapiens), P54829 | recombinant STEP, OMFP fluorogenic substrate | inhibition, % at 20 µM | 0.25% of 360,000 active;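 active = inhibition at 20 µM, scaled per plate between control wells, above about 37%, limit read from the data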;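 also: 0% = DMSO with enzyme and substrate and 100% = substrate only without enzyme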
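Also added – OMFP at 25 µM · Test system – STEP tyrosine phosphatase · Technique – FITC-channel fluorescence of OMFP product · Schedule – 20 min at room temperature, dark · Evaluation – control-normalized % inhibition with plate pattern correction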
Scp-1 inhibitor: Scp-1 phosphatase inhibitors, primary screen, biochemical, colorimetric, uHTS | inhibition, % at 20 µM | Carboxy-terminal domain RNA polymerase II polypeptide A small phosphatase 1 (Homo … | 0.88% of 340,000 active | AID 493091, 2011 | Recombinant Scp1, phosphopeptide, malachite green phosphate absorbance;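 active = inhibition above about 50% at 20 µM, limit read from the data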;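 also: plate controls were DMSO wells with enzyme for no effect and wells lacking enzyme for full effect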
Target sequence (Q9GZU7 76-261 limits assumed): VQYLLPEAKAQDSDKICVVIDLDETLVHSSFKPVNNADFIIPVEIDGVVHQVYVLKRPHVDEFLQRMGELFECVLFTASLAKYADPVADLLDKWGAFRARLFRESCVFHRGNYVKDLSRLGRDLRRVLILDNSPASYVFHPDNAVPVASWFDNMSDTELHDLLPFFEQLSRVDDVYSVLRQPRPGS
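Test system: SCP-1 phosphatase catalytic domain, residues 76-261 | Compound dosing: One concentration, 20 µM, with 1.0% DMSO | Schedule: 45 min room-temperature reaction, 5 min colour, 30 min stabiliser | Detection: Absorbance at 630 nm | Read-out basis: % inhibition of SCP-1 phosphate liberation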
MsrA inhibitor: bovine MsrA enzyme inhibitors, primary screen, biochemical, absorbance, HTS. Methionine sulfoxide reductase A (Bos taurus). purified bovine MsrA, absorbance read-out. inhibition, % at 15.5 µM. 0.75% of 360,000 active. AID 651718, 2012; in the data active = inhibition above about 4.5%;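 also: 0% = vehicle wells with enzyme and 100% = reference inhibitor wells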
NadD block: inhibitors of S. aureus NadD, primary screen, biochemical, colorimetric, uHTS | purified NadD enzyme, colorimetric absorbance read-out | inhibition, % at 20 µM | 0.78% of 360,000 active | AID 602399, 2012; in the data active = inhibition above about 26%; also: some compounds past the cut are filed as inactive
LMPTP inh: LMPTP phosphatase inhibitors, primary screen, biochemical, fluorescence intensity, uHTS. recombinant LMPTP-A, OMFP fluorogenic substrate. 0.22% of 360,000 active. Low molecular weight phosphotyrosine protein phosphatase (Homo sapiens), P24666. inhibition, % at 20 µM;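 active = compounds that cut the enzyme signal by at least half of the control window in the single-dose screen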;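 also: plate controls were DMSO wells with enzyme plus substrate for no effect and substrate without enzyme for full effect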
Target sequence (P24666 whole entry, looked up): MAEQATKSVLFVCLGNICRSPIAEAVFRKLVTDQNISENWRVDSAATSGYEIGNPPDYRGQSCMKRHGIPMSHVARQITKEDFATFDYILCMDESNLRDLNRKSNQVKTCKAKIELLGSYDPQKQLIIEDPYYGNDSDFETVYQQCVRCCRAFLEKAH
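Assay system: LMPTP-A phosphatase enzyme | Input: 0.625 nM enzyme | Also added: Fluorogenic phosphatase substrate OMFP at 400 µM final | Compound dosing: One test concentration per compound, 20 µM, with 3% DMSO overall | Schedule: 50 min enzyme reaction at room temperature, protected from light | Signal: Fluorescence intensity | Benchmarks: no-enzyme and uninhibited controls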
Tb MetRS inh: T. brucei MetRS inhibitors, primary screen, biochemical, luminescence; methionyl-tRNA synthetase (Trypanosoma brucei brucei); purified T. brucei MetRS, ATP depletion, Kinase-Glo luminescence; inhibition, % at 11.9 µM; 0.4% of 360,000 active;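 active = inhibition above a per-plate cutoff of the control wells' mean inhibition plus 3 SD, cut at about 5.5% in these data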;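 also: 0% = DMSO wells median and 100% = median of wells with control inhibitor compound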
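technique = Kinase-Glo luminescence, ATP depletion format | system = purified MetRS (methionyl-tRNA synthetase) enzyme from Trypanosoma brucei | timing = 15 min preincubation, 2 h reaction, all 25 °C | evaluation = percent inhibition versus plate control medians | dosing = single dose, 11.9 µM final nominal, 0.9% final DMSO | also added = substrates ATP, L-methionine and bulk Escherichia coli tRNA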
CSN deneddyl inh: inhibitors of CSN-mediated cullin deneddylation, primary screen, biochemical, fluorescence polarization, uHTS | 0.38% of 360,000 active | Purified CSN, SCF-Nedd8-OG deneddylation | inhibition, % at 12.5 µM | AID 651999, 2013;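 active = pattern-corrected inhibition above about 35%, with an unprinted fluorescence ratio check between 0.5 and 1.5, limit read from the data, passing the limit was not always enough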;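 also: 0% = enzyme with substrate and 100% = substrate without enzyme; some results filed as inactive read as strong as hits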
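Test system: purified human Csn5 enzyme expressed in HEK293T cells. Amount: 0.24 nM enzyme. Reagent: SCFSkp2-Nedd8OG substrate at 10 nM final. Schedule: 90 min incubation of compound, enzyme and substrate at room temperature. Detection: fluorescence polarization. Read-out: % inhibition of substrate cleavage by Csn5.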
* marks the source's active call; other numbers are inactive results; i = inactive; . = no result given.

item	mol	SUMO1 PPI mod	MsrA inhibitor	LMPTP inh	Tb MetRS inh	CSN deneddyl inh	STEP inh	DNMT1 block	Rpn11 block	Scp-1 inhibitor	NadD block
1	CCOC(=O)C1=C(C)NC(=O)NC1c1ccc(OCC(=O)OC)c(OC)c1 (stereo not drawn)	0	-0.9	0.2	-0.2	1	3	1	i	3	4
2	Cn1c(=O)c2c(ncn2CC(=O)OCC(=O)c2ccc(Br)cc2)n(C)c1=O	4	1.3	0.5	-0.1	11	-2	22	i	.	19
3	Cc1ccc(-c2cc3nc(C)cc(C)n3n2)cc1	-4	-1.2	-0.8	-0.2	-12	-1	2	i	-3	-2
4	CCCCCCC/C(C)=N/NC(=O)CC(=O)NCCc1ccccc1	-3	0.7	-1.2	-0.2	6	3	-4	i	5	-5
5	Cc1cc(C(=O)CNCc2ccco2)c(C)n1-c1ccc(F)cc1	-2	-0.5	-0.3	-1.0	8	1	-9	i	2	0
6	Cc1ccc(/C=N/Nc2nncc(-c3ccccc3)n2)o1	-14	5.8*	6.6	-1.2	-12	-2	10	i	-5	-2
7	COc1ccc(S(=O)(=O)N(C)CC(=O)N2CCN(Cc3ccccc3)CC2)cc1C	3	-0.4	0.6	-0.2	-2	-1	1	i	-2	-1
8	NC(=O)c1ccc(NC(=O)CS(=O)(=O)c2cn(CC(=O)N3CCCCC3)c3ccccc23)cc1	-3	-0.2	-0.5	-0.3	0	1	-1	i	-6	-2
9	COCc1nc2ccccc2n1Cc1ccc(Br)cc1	0	-0.5	-0.2	-0.6	3	0	-5	i	-7	-3
10	C/C(=N\NC(=O)NC1CCCCC1)C1CCCCC1	1	-0.2	-1.5	-0.8	1	0	-4	i	4	-2
11	CC(C)NC(=O)c1ccc(-c2ccccc2C(F)(F)F)o1	-5	-0.8	0.2	-0.4	-3	1	3	i	-4	-5
12	OCCC1CN(Cc2cccc3c2OCO3)CCN1C1CCCCC1 (stereo not drawn)	1	1.0	-0.6	1.2	-4	-4	4	i	7	0
13	COc1ccccc1OCCNC(=O)C(CCSC)NC(=O)COc1ccccc1 (stereo not drawn)	4	0.1	-1.4	0.3	0	-6	2	.	-8	-1
14	COc1ccc(CC(=O)Nc2sc3c(c2C(N)=O)CCCC3)cc1	1	0.4	1.4	-0.1	3	-2	-10	i	-19	-7
15	COc1ccc(-c2c3c(cc4ncn(Cc5ccccc5)c24)COC3=O)cc1	-6	0.4	-0.4	-0.3	3	6	-3	i	-5	7

Going on with the list.
item	mol	SUMO1 PPI mod	MsrA inhibitor	LMPTP inh	Tb MetRS inh	CSN deneddyl inh	STEP inh	DNMT1 block	Rpn11 block	Scp-1 inhibitor	NadD block
16	COc1ccc(-c2noc(CN(C(=O)c3ccc4c(c3)OCO4)C(C)C)n2)cc1OC	-1	-0.2	-0.6	-0.4	-5	2	-2	i	-7	-1
17	COCCCNc1nnc(Cc2ccc(Cl)cc2)c(=O)[nH]1	-7	-0.6	-0.3	0.5	-3	-4	3	i	8	-4
18	C=CC[C@]12C[C@@H](OC)C(=O)C=C1O[C@@H](c1ccc(OC)c(OC)c1)[C@H]2C	6	0.2	0.7	-0.7	3	3	-2	i	1	4
19	CCS(=O)(=O)c1ccc(C(=O)Nc2ccccc2OC)c(Cl)c1Cl	-1	-1.1	0.9	-0.5	1	0	1	i	1	0
20	O=C(CCS(=O)(=O)c1ccccc1)Nc1ccccn1	-1	-0.6	-0.4	-0.5	3	4	4	i	13	-1
21	COc1ccc(C(=O)CCS(=O)(=O)c2ccc(F)cc2)cc1OC	4	-0.7	-1.2	-0.2	-1	-2	2	i	.	-6
22	c1cnc2ccc(-c3ccc4ncccc4c3)cc2c1	-25	-1.0	11	-1.2	6	1	-2	i	-5	-3
23	CCCNC(=O)c1onc(CS(=O)(=O)c2cc(C)cc(C)c2)c1C(=O)NCCC	5	-0.5	0.1	-0.2	-1	0	-2	i	-2	-4
24	Cc1cccc(OCCOC(=O)c2ccc(F)c(S(=O)(=O)N3CCOCC3)c2)c1	2	2.1	1.8	0.4	-3	0	-5	i	-7	-9
25	COc1cc(/C=N/O)ccc1OCc1ccc(C(=O)O)cc1	8	-1.2	-1.7	-0.7	-4	4	-1	i	-2	-6
26	CCN=C1S/C(=C\c2cn(C(C)=O)nc2-c2ccccc2)C(=O)N1CC	-10	1.6	3.5	-0.5	3	1	3	i	-6	1
27	CCOC(=O)c1nn(-c2ccccc2)c2nnc(Cc3ccc(Cl)cc3)c(=O)n12	3	0.2	-0.7	0.3	-1	1	-1	i	-14	-6
28	COCCN1Cc2cccc(C(=O)Nc3cccc(OC)c3)c2C1=O	2	-1.0	-0.3	-0.3	-2	0	2	i	0	-2
29	CCN(CCCNC(=O)CCc1nc(-c2ccc(OC)cc2)no1)c1cccc(C)c1	-3	-0.5	2.0	-1.8	7	-1	-19	i	-4	4
30	CC(C)c1ccc(CN(C(=O)c2cccs2)C2CCS(=O)(=O)C2)cc1 (stereo not drawn)	2	0.4	-2.6	0.2	-1	1	2	i	-5	-4

More entries
item	mol	SUMO1 PPI mod	MsrA inhibitor	LMPTP inh	Tb MetRS inh	CSN deneddyl inh	STEP inh	DNMT1 block	Rpn11 block	Scp-1 inhibitor	NadD block
31	Cc1ccc(CCNC(=O)C2CCC(=O)N(Cc3cccc(F)c3)C2)cc1 (stereo not drawn)	2	-0.1	0.3	-0.3	-6	0	0	i	-8	0
32	CC1CC(C)CN(S(=O)(=O)c2ccc3c(c2)CC(=O)N3)C1 (stereo not drawn)	6	-0.7	-1.0	-0.5	3	-2	-5	i	-3	6
33	COc1ccc(-c2cn3cccnc3n2)cc1NC(=O)C(C)C	-15	1.0	0.2	-1.5	-3	-2	2	i	.	-2
34	COc1ccccc1C(=O)Nc1sc2c(c1C#N)CCC2	-7	.	1.2	0.4	-1	0	5	i	-8	3
35	CCOP(=O)(OCC)c1nc(/C=C/c2ccccc2)oc1NCc1ccccc1	-4	2.4	2.4	-0.4	-5	-3	-3	i	-13	-1
36	O=C(c1ccc2c3c(cccc13)CC2)C1CCCN(C(=O)c2cccnc2)C1 (stereo not drawn)	-16	2.6	-0.4	-0.1	0	1	-6	i	-2	-2
37	Cc1nnc(Nc2ccc(Cl)c(C(F)(F)F)c2)[nH]c1=O	2	1.7	2.4	0.3	1	0	8	i	0	-2
38	COc1ccc(N(CC(=O)Nc2cccc(OC)c2)S(=O)(=O)c2c(C)nn(C)c2C)cc1	3	0.8	-0.5	-0.8	0	0	-5	i	-25	-8
39	O=C1CCCN1c1ccc(S(=O)(=O)N2CCN(c3ccccn3)CC2)cc1	0	-0.3	0.0	-1.4	-1	0	-1	i	-2	-4
40	COC(=O)CCC(NC(=O)OCc1ccccc1)C(=O)NC(CC(C)C)C(=O)OC (stereo not drawn)	2	-0.6	-1.3	-0.1	7	-2	2	i	3	4
41	COc1ccc(C(C)(C)C)cc1NC(=O)CN(C)C1=NS(=O)(=O)c2ccccc21	-1	0.1	-1.1	-0.3	2	-1	-4	i	.	1
42	O=C(O)C1Sc2[nH]c(=O)sc2C2c3cc(Cl)ccc3OC(=O)C12 (stereo not drawn)	9	-0.3	-4.1	-0.1	6	5	-5	i	5	0
43	COc1ccc(CC(N)c2csc(Nc3cc(NCc4ccco4)ncn3)n2)cc1 (stereo not drawn)	7	3.9	-0.5	-0.2	1	-4	-33	i	.	19
44	O=C(OCC(=O)C12CC3CC(CC(C3)C1)C2)c1cnccn1	-1	0.4	0.4	-0.1	-1	-3	3	i	2	3
45	CCOC(=O)C(=O)Nc1sc(C(=O)N2CCOCC2)c(C)c1C#N	-1	2.0	-0.6	-2.1	-2	2	6	i	9	-1

Screen by screen, as entered above.
Entries 31 to 40 in Rpn11 block read i, i, i, i, i, i, i, i, i, i

Single entries from above.
Reading for cpd 31 in DNMT1 block: 0
Reading for cpd 33 in Tb MetRS inh: -1.5

The results go on:
item	mol	SUMO1 PPI mod	MsrA inhibitor	LMPTP inh	Tb MetRS inh	CSN deneddyl inh	STEP inh	DNMT1 block	Rpn11 block	Scp-1 inhibitor	NadD block
46	Cc1ccc(S(=O)(=O)NCc2ccccc2)cc1C(=O)NCc1ccncc1	-2	0.3	-1.5	-0.3	0	-1	-8	i	.	-5
47	CCOc1ccc2oc(C(=O)OCC(=O)NCC3CCCO3)c(C)c2c1 (stereo not drawn)	-5	2.0	0.2	-0.1	1	0	-1	i	-2	-3
48	CN(C)CCCNC(=O)COc1ccc(Br)cc1Cl	1	0.5	-2.0	1.6	-14	2	2	i	-4	-5
49	Cc1nn(-c2ccccc2)c(C)c1NC(=O)COc1cc(F)ccc1[N+](=O)[O-]	-10	-0.5	-1.3	0.1	0	4	1	i	-5	-6

Shown field by field: part of the list above
37) Cc1nnc(Nc2ccc(Cl)c(C(F)(F)F)c2)[nH]c1=O
  SUMO1 PPI mod: 2; MsrA inhibitor: 1.7; LMPTP inh: 2.4; Tb MetRS inh: 0.3; CSN deneddyl inh: 1; STEP inh: 0; DNMT1 block: 8; Rpn11 block: i; Scp-1 inhibitor: 0; NadD block: -2

3) Cc1ccc(-c2cc3nc(C)cc(C)n3n2)cc1
  SUMO1 PPI mod: -4; MsrA inhibitor: -1.2; LMPTP inh: -0.8; Tb MetRS inh: -0.2; CSN deneddyl inh: -12; STEP inh: -1; DNMT1 block: 2; Rpn11 block: i; Scp-1 inhibitor: -3; NadD block: -2

An unsorted share of the library. About 3.9% of those tested had a hit in this group.
